Source: PubChem
OPRM1-OPRD1 ag: OPRM1-OPRD1 heterodimerization agonism; P35372+P41143; cells, luminescence; activation, % at 9.3 µM; actives 0.3% (n = 340,000); in the data active = activation above about 18%;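 also: 0% = vehicle-treated cells and 100% = reference agonist; values of inactives mirror those of a sister screen read the other way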
MOR-DOR inv ag: inverse agonist of human OPRM1-OPRD1 heterodimerization; P35372+P41143; cell-based MOR-DOR heterodimer luminescence, inverse agonism; AID 504357; inhibition, % at 9.3 µM; actives 0.21% (n = 340,000); in the data active = inhibition above about 22%, passing the limit was not always enough;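 also: 0% = cells with DMSO and 100% = wells without cells with DMSO; values of inactives mirror those of a sister screen read the other way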
V-ATPase pHluor: regulators of yeast V-ATPase proton transport. actives 0.37% (n = 350,000). S. cerevisiae, pHLuorin cytosolic pH fluorescence. AID 504577. response, % at 10 µM; in the data active = response mostly above about 7.3%, no sharp cut-off; inactive = mostly below about 5.4%; also: actives read high; inactives centre near 0; some compounds called inactive have numbers as strong as hits; reference of the scale not given here
CAL PDZ FP: CAL PDZ (human) peptide binding inhibition | purified CAL PDZ, TMR-peptide fluorescence polarization, 1 h | AID 602252 | inhibition, % at 24.9 µM | actives 0.92% (n = 300,000) | Q9HD26;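 active = mean inhibition of at least 30% with at least half of replicates also reaching 30%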;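 also: 0% = DMSO neutral control and 100% = excess unlabeled competitor peptide PRC23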
Cardiac RTF inh: cardiac RTF calcium desensitization; P19429+P45379; IANBD-labeled cardiac RTF, Ca2+ fluorescence; inhibition, % at 7.15 µM; actives 0.12% (n = 340,000); AID 493244;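 active = inhibition above the mean inhibition of all tested compounds plus 3 SD, cut at about 17% in these data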;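 also: assay run at fixed EC70 calcium of 1.6 mM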
HTR5A ag ctr: counter-screen for OPRM1-OPRD1 agonists: human HTR5A agonism; P47898; HTR5A agonist assay, luminescence, cell-based; actives 0.61% (n = 340,000); activation, % at 9.3 µM; in the data active = activation mostly above about 9.5%, no sharp cut-off; inactive = mostly below about 7.6%;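 also: 0% = cells with vehicle only and 100% = reference agonist; strong numbers were not always called active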
HTR5A inv ctr: HTR5A inverse agonism, opioid heterodimer counter-screen. P47898. HTR5A cell line, luminescence. inhibition, % at 9.3 µM. actives 0.083% (n = 340,000); in the data active = inhibition mostly above about 23%, no sharp cut-off; inactive = mostly below about 18%;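 also: 0% = cells with DMSO and 100% = no-cell wells with DMSO; some compounds called inactive have numbers as strong as hits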
Keap1 Nrf2 FP: inhibitors of human Keap1-Nrf2 protein-protein interaction; Keap1 Kelch-Nrf2 peptide fluorescence polarization, 1536-well; inhibition, % at 9.4 µM; actives 0.15% (n = 340,000); AID 504523; in the data active = inhibition above about 12%;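 also: human Keap1 Kelch domain with fluorescein labeled Nrf2 9mer peptide probe; 0% = neutral control wells and 100% = peptide positive control; higher means more block of Keap1 binding to Nrf2 peptide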
Target sequence (Q14145 whole entry, looked up, the tested form may be a part): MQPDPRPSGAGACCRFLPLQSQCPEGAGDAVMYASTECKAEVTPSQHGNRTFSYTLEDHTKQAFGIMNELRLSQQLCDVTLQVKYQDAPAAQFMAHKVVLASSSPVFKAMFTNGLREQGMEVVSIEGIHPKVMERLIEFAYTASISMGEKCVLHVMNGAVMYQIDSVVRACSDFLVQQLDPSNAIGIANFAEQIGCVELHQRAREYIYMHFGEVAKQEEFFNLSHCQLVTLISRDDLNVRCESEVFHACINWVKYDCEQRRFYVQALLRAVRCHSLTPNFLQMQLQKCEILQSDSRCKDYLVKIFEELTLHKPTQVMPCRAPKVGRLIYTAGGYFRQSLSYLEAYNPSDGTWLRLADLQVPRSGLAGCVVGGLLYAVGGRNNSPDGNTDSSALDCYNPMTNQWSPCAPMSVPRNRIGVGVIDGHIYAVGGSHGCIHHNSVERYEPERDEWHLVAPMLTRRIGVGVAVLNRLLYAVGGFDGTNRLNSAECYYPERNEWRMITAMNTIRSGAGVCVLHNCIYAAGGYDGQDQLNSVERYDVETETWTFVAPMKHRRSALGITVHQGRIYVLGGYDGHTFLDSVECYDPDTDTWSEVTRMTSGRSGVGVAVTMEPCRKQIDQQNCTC
C-LANA FP: inhibitors of KSHV LANA C-terminal domain DNA binding. inhibition, % at 9 µM. actives 0.078% (n = 340,000). AID 504423. MBP-C-LANA/FAM-LBS DNA binding, fluorescence polarization;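 active = highest replicate inhibition at or above 60% at 9 µM, even if other replicates fall short; inactive = all replicates below 60% inhibition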;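 also: 0% = neutral control wells and 100% = 4 µM acridine orange control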
cardiac RTF act: increases calcium sensitivity of human cardiac regulated thin filaments; P19429+P45379; IANBD-labeled TnC RTF fluorescence at EC20 calcium; 0% EC20 calcium, 100% full calcium; activation, % at 7.2 µM; actives 0.24% (n = 340,000); AID 493008;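 active = activation above the mean over all tested compounds plus 3 SD, cut at about 30% in these data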;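 also: rise in fluorescence read as greater calcium sensitivity of cardiac thin filaments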
* = called active by the depositor; / = no result given. This is a random part of the collection; about 2.8% have a hit in one of these screens.

SMILES	OPRM1-OPRD1 ag	MOR-DOR inv ag	V-ATPase pHluor	CAL PDZ FP	Cardiac RTF inh	HTR5A ag ctr	HTR5A inv ctr	Keap1 Nrf2 FP	C-LANA FP	cardiac RTF act
CCOc1ccc(C(=O)CCC(=O)N(CC)CC(=O)NCc2ccc(Cl)cc2)cc1	-4.5	23	0	0	-2	-1	2	0	-0.3	1
Cc1nc2ccc(NC(=O)c3ccc(=O)[nH]c3)cc2s1	-1.7	10	-3	1	0	0	0	0	-0.6	3
COc1ccc2[nH]c3c(c2c1)CCN1C(=O)C(CC(=O)NCc2ccc(OC)c(OC)c2)C[C@H](C(=O)N(C(C)C)C(C)C)[C@@]31C (stereo partly specified)	-0.4	2	-1	-6	-11	2	-6	-1	-1.6	-2
CCN(CC)S(=O)(=O)c1cc(NC(=O)C(C)N2CCN(c3ccccn3)CC2)ccc1C (stereo unspecified)	-2.6	13	3	-2	2	-1	3	-3	-1.6	-2
O=C(O)CNS(=O)(=O)c1ccc2c(c1)CCCC2	0.2	-1	-4	-2	-6	-1	2	4	0.1	-1
CCCN(CC1CCCO1)C(=O)CCc1nnc(CCc2ccc(OC)cc2)o1 (stereo unspecified)	-1.8	9	0	-2	1	0	-14	1	-0.2	-3
Cc1ccc2nc(SC(C)C(=O)N3CCCC3)[nH]c2c1 (stereo unspecified)	-2.9	15	-2	5	2	0	3	3	1.7	-6
CC(C)(C)c1csc(NC(=O)c2ccc(Cl)s2)n1	16	-70	4	-2	-5	1	-8	-2	-0.1	2
CC(C)(C)NC(=O)CCN(/N=C/c1ccccc1)C1=NS(=O)(=O)c2ccccc21	-1.6	8	5	2	-7	1	-2	-2	1.2	-4
O=C1CCN(Cc2ccccc2)C(=O)N1c1ccccc1	-3.7	19	-2	2	1	-2	8	-6	1.3	4
O=C(COC(=O)c1cc(Cl)ccc1O)NC(=O)NCc1ccccc1	-0.6	2	-3	-2	-7	1	-3	1	-0.8	-3
COc1ccc(-c2[nH]c(-c3ccc(C)cc3)nc2SCC(=O)NC2CCCC2)cc1	1.3	-7	-1	-15	-7	-4	-30	7	-0.4	-1
CCc1ccc(NC(=S)NC(=O)CC(C)C)cc1	3.0	-20	-1	-2	-4	0	0	-4	-0.5	-9
COC(=O)c1ccc(CNC(=O)c2ccc(S(=O)(=O)N3CCCC(C)C3)cc2)cc1 (stereo unspecified)	-1.0	4	2	16	-6	3	6	-6	1.5	0
CC(C)c1ccc(NC(=O)c2cc([N+](=O)[O-])ccc2N2CCOCC2)cc1	-0.8	3	3	-1	4	7	-19	0	-0.8	-1
Cc1ccc(S(=O)(=O)Nc2ccc(C(=O)N3CCN(c4ccccc4O)CC3)cc2)cc1[N+](=O)[O-]	-1.1	5	-3	-2	-1	4	-2	-1	-0.4	-14
CCCCn1c(Nc2ccc(OC)cc2)nc2ccccc21	0.9	-4	9	/	-2	-2	-26	-1	2.8	9
Cc1nn(-c2ccccc2)c(Cl)c1C(=O)NCC1CCCO1 (stereo unspecified)	-2.1	11	1	/	3	-3	12	-1	0.6	-1
Cc1ccc(C(=O)N2C3=C(CCCC3)C(=O)NC23CCCCC3)cc1	-3.4	18	2	/	-5	-8	1	3	0.7	-1
COc1cccc(CN2CCNC(=O)C2CC(=O)NCCN2CCOCC2)c1OC (stereo unspecified)	0.3	-2	2	-4	-8	9	-23	-2	0.5	2

5 entries from above, in CSV form:
SMILES,OPRM1-OPRD1 ag,MOR-DOR inv ag,V-ATPase pHluor,CAL PDZ FP,Cardiac RTF inh,HTR5A ag ctr,HTR5A inv ctr,Keap1 Nrf2 FP,C-LANA FP,cardiac RTF act
COc1ccc(-c2[nH]c(-c3ccc(C)cc3)nc2SCC(=O)NC2CCCC2)cc1,1.3,-7,-1,-15,-7,-4,-30,7,-0.4,-1
CCc1ccc(NC(=S)NC(=O)CC(C)C)cc1,3.0,-20,-1,-2,-4,0,0,-4,-0.5,-9
COC(=O)c1ccc(CNC(=O)c2ccc(S(=O)(=O)N3CCCC(C)C3)cc2)cc1 (stereo unspecified),-1.0,4,2,16,-6,3,6,-6,1.5,0
CC(C)c1ccc(NC(=O)c2cc([N+](=O)[O-])ccc2N2CCOCC2)cc1,-0.8,3,3,-1,4,7,-19,0,-0.8,-1
Cc1ccc(S(=O)(=O)Nc2ccc(C(=O)N3CCN(c4ccccc4O)CC3)cc2)cc1[N+](=O)[O-],-1.1,5,-3,-2,-1,4,-2,-1,-0.4,-14

(listing goes on)
SMILES	OPRM1-OPRD1 ag	MOR-DOR inv ag	V-ATPase pHluor	CAL PDZ FP	Cardiac RTF inh	HTR5A ag ctr	HTR5A inv ctr	Keap1 Nrf2 FP	C-LANA FP	cardiac RTF act
O=S1(=O)CC/C(=N\O)c2ccccc21	-1.1	5	1	1	1	-10	24	-2	-1.7	1
O=C(NCCCN1CCCC1=O)c1cc(-c2ccc(F)cc2)nc2ccccc12	-2.8	12	-4	2	-1	0	0	-8	0.1	-4
O=C(N/N=C/c1ccccn1)C(=O)N1CCCCCC1	0.5	-2	0	/	3	12	-6	-3	-2.1	-2
Cc1onc(NC(=O)NC(=O)c2ccccc2F)c1Br	-2.2	12	0	-3	1	0	0	3	-1.0	0
Cc1c(NC(=O)Nc2ccc([N+](=O)[O-])cc2)c(=O)n(-c2ccccc2)n1C	-3.6	16	-2	-6	-5	0	-2	0	-0.3	-7
CC(=O)Nc1ccc(S(=O)(=O)Nc2ccc(N3CCCCC3)cc2)cc1	-1.4	5	2	0	-8	-1	3	2	-0.2	1
CCOC(=O)N1CCN(CC(=O)Nc2ccc(F)cc2)CC1	-0.2	1	1	/	-3	1	-5	-3	0.9	1
CCOC(=O)c1c(NC(=O)CSc2nnc(C)c(=O)[nH]2)sc(C)c1-c1ccc(C)cc1	0.2	-1	-6	/	-2	-3	15	2	0.6	-3
Cc1ccc(NC(=O)CCCCCN2C(=O)[C@@H]3Cc4ccccc4CN3C2=O)c(Cl)c1	-1.3	7	-2	-2	10	3	-2	-2	0.1	-1
COc1ccccc1Sc1ccccc1/C=N/NC(N)=O	-1.2	7	3	1	2	0	-1	-3	-1.2	-3

Random excerpt: three entries already listed.
SMILES	OPRM1-OPRD1 ag	MOR-DOR inv ag	V-ATPase pHluor	CAL PDZ FP	Cardiac RTF inh	HTR5A ag ctr	HTR5A inv ctr	Keap1 Nrf2 FP	C-LANA FP	cardiac RTF act
O=C(NCCCN1CCCC1=O)c1cc(-c2ccc(F)cc2)nc2ccccc12	-2.8	12	-4	2	-1	0	0	-8	0.1	-4
CCOC(=O)c1c(NC(=O)CSc2nnc(C)c(=O)[nH]2)sc(C)c1-c1ccc(C)cc1	0.2	-1	-6	/	-2	-3	15	2	0.6	-3
Cc1c(NC(=O)Nc2ccc([N+](=O)[O-])cc2)c(=O)n(-c2ccccc2)n1C	-3.6	16	-2	-6	-5	0	-2	0	-0.3	-7

More compounds follow.
SMILES	OPRM1-OPRD1 ag	MOR-DOR inv ag	V-ATPase pHluor	CAL PDZ FP	Cardiac RTF inh	HTR5A ag ctr	HTR5A inv ctr	Keap1 Nrf2 FP	C-LANA FP	cardiac RTF act
CSC1=N/C(=C/c2cccnc2)C(=O)N1Cc1ccc(Cl)cc1	-3.3	17	-2	/	0	-2	-1	-1	0.7	4
Cc1cc2c3ccccc3ncn2n1	-3.5	18	-3	1	-3	3	-12	2	-0.6	-2
NC(=O)Cn1nnc(-c2ccc(CN3CCCCC3)cc2)n1	-2.9	14	2	/	-3	5	-2	-1	-1.0	0
C/C(CS(=O)(=O)c1ccc(Cl)c(Cl)c1)=N/NC(N)=S	-2.4	11	6	-4	-6	-2	4	-4	-1.0	2
COc1ccccc1N1CCN(C(=O)c2cc(-c3cccs3)on2)CC1	0.8	-4	-4	/	-3	-3	-7	-4	0.9	1
O=C(Nc1ccccc1)c1cccc(N2C(=O)CCC2=O)c1	-5.3	22	0	10	-7	-2	-1	0	-0.8	-4
COC(=O)NNC(=O)c1ccccc1C	-0.9	5	1	/	-9	2	16	0	1.1	-2
CSc1ccccc1C(=O)NC1CCCN(Cc2ccccc2F)C1 (stereo unspecified)	2.5	-12	-2	2	-13	1	-8	-2	-0.7	9
CCCCCCC1CC(CSC(=N)N)OC1=O (stereo unspecified)	-1.2	6	4	-1	-1	7	-19	-1	4.0	-4
COC(=O)[C@@]1(Cc2ccccc2)[C@H]2C(=O)N(C)C(=O)[C@H]2[C@H]2CN=C(SCc3ccccc3)N21	-2.0	10	1	-3	-4	0	-1	-6	0.8	-1
CC(C)OCCCNC(=O)CN1CCN(Cc2ccccc2Cl)C1=O	-4.6	20	2	-1	-1	-1	-2	-5	-0.5	0
CN(CC(=O)Nc1ccccc1C(F)(F)F)C(=O)COc1ccccc1Cc1ccccc1	0.5	-3	0	-4	5	-1	2	3	1.8	-2
